From PubChem
Pol III holo inh – qHTS Assay for Inhibitors of DNA Polymerase III Holoenzyme System; Potency, µM (doses to about 57.1 µM), inactives show at the top dose activity change, negative = inhibition; reconstituted DNA polymerase III holoenzyme replication, biochemical; hit rate 0.25% among 71,000; AID 603, 2007; also: potency is read from the fitted curve at half-maximal effect; % is scaled to controls: 0 for no effect and ±100 for the full control effect
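Reconstituted *E. coli* holoenzyme (0.35 nM Pol III, 1 nM beta, 154 nM SSB, 2 nM primase) was preincubated with compound for 15 min at RT. Synthesis on 1.4 nM ssM13Gori ran 35 min, then was stopped with PicoGreen/EDTA and read as dsDNA fluorescence.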
GFP derepression – qHTS Assay for Epigenetic Modulators. mouse C127i GFP locus derepression, cytometry, 30 h. Potency, µM (top dose mostly 46.1 µM), without a hit: at the highest dose GFP derepression (activation). hit rate 0.09% among 68,000. AID 597, 2007; also: % of control where 0% means no effect
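Read-out is the number of GFP-positive cells, scored as fluorescent objects 20 to 120 um wide, reflecting derepression of a silenced CMV-GFP reporter in murine C127i cells after 30 h compound exposure at 37 C.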
BRCT PPI green – qHTS Assay for Inhibitors of BRCT-Phosphoprotein Interaction (Green Fluorophore); hit rate 0.05% among 75,000; BRCA1 BRCT-phosphopeptide binding, green fluorescence polarization; Breast cancer type 1 susceptibility protein (Homo sapiens), P38398; AID 875, 2007; Potency, µM (top dose mostly 76.9 µM), for the others: top-dose activity change, negative = inhibition, hits mostly inhibitors;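 also: potency is read from the fitted curve at half-maximal effect; plate controls were peptide without protein for full effect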
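Compounds were incubated for 12 min at room temperature with a complex of 100 nM fluorescein-tagged pBACH1 decapeptide and 250 nM His-tagged BRCT protein. Buffer was phosphate pH 7.3 with EDTA, DTT and Tween 20. Disruption of binding lowers the polarization signal.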
CRE Fsk mod – Cell signaling CRE-BLA (Fsk stim) | CHO CRE-bla reporter (cAMP response element driving beta-lactamase), forskolin EC10, beta-lactamase ratio | Potency, µM (doses to about 38.2 µM), for inactives: at the highest dose activity change, negative = inhibition, most hits filed as activators | hit rate 2.5% among 71,000; active = well fitted activation curve with a large enough effect in the signal ratio, with a control signal flat, not every such curve was filed as active; inconclusive = small, poorly fitted or top-dose-only effect, or effect the other way, or a change in a side signal; the % refers to the signal ratio; also: potency is read from the fitted curve at half-maximal effect; % of control where 0% means no effect
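CRE-bla CHO cells stimulated with EC10 NKH 477 (water-soluble forskolin) and compound titrations, 3 h at 37C; beta-lactamase read with CCF4 after 2 h at room temperature. Activity from 460/530 nm emission ratio, AC50 values for positive or negative modulation.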
USP2a inhib – qHTS Assay for Inhibitors of Ubiquitin-specific Protease USP2a; AID 927, 2007; Ubiquitin carboxyl-terminal hydrolase 2 (Homo sapiens), O75604; hit rate 0.1% among 60,000; Potency, µM (series often up to 38.3 µM), inactives show at the highest dose activity change, negative = inhibition, usual class: inhibitors; USP2a enzymatic assay, qHTS inhibition;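 also: potency is read from the fitted curve at half-maximal effect; nearly all actives have a fitted effect of over 60% in size; plate controls were DMSO for no effect and NEM full inhibition control for full effect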
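USP2 core (20nM final) preincubated 30 min RT with compound, then Ub-PLA2 20nM and NBD C6-HPC 20uM final added; buffer 20mM Tris-HCl pH 8.0, 2mM CaCl2. Fluorescence Ex 460/Em 535 read at 0 and 2.5 h; normalized to NEM.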
HADH2 inhib – qHTS Assay for Inhibitors of HADH2 (Hydroxyacyl-Coenzyme A Dehydrogenase, Type II) | 3-hydroxyacyl-CoA dehydrogenase type-2 (Homo sapiens), Q99714 | recombinant HADH2, NADH fluorescence, beta-hydroxybutyryl-CoA | Potency, µM (titrated, usually from 57.1 µM), for inactives: at the highest dose activity change, negative = inhibition, hits mostly inhibitors | hit rate 3.4% among 73,000; also: potency is read from the fitted curve at half-maximal effect; % is scaled to controls: 0 for no effect and ±100 for the full control effect; nearly all actives have a fitted effect of over 60% in size; many of its hits are not listed in these tables
Target sequence (Q99714 whole entry, looked up, one chain of several): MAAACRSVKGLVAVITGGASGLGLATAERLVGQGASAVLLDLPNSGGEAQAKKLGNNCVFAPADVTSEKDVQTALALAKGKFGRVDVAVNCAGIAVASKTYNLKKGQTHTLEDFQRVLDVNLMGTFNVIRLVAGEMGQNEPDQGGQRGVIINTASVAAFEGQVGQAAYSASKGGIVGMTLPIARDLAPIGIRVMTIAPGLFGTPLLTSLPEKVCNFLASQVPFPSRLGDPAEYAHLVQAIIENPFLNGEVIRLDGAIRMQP
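Read-out: 360 nm excitation, 450 nm emission, kinetic over 4 min. Conditions: His-tagged human HADH2 20 nM, pH 9.0 Tris with Tween-20, 1 mM NAD+, 90 uM beta-hydroxybutyryl-CoA.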
Hsp90 Hop PPI – qHTS Assay for Disrupters of an Hsp90 Co-Chaperone Interaction. AlphaScreen TPR2A-His6 binding biotin-Hsp90 C-terminal peptide. hit rate 0.44% among 71,000. Hsp90 C-terminal peptide / TPR2A (Hop) interaction, human. Potency, µM (series often up to 57 µM), for the others: top-dose activity change, negative = inhibition; active = well fitted curve in either direction with a large enough effect; inconclusive = small, poorly fitted or top-dose-only effect, or another doubt; also: potency is read from the fitted curve at half-maximal effect; % is scaled to controls: 0 for no effect and ±100 for the full control effect; many of its hits are not listed in these tables
HBB splicing – qHTS Assay for Modulators of Hemoglobin Beta Chain Splicing; AID 925, 2007; Potency, µM (titrated, usually from 46.1 µM), inactives show top-dose activation, hits mostly activators; HBB splicing reporter cell assay, activation; EGFP reporter with mutant IVS2-654 intron; response scale: normalised to 500 nM splice-correcting PNA; hit rate 0.06% among 65,000; also: potency is read from the fitted curve at half-maximal effect; 0% is about no effect
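Compounds were applied for 2 days to HeLa EGFP-654 cells, 500/well in Optimem with 2% FCS. The reporter's EGFP is disrupted by mis-splicing of beta-globin intron IVS2-654. Readout: summed well GFP fluorescence from 488 nm laser scanning; reference was 500 nM antisense […] 654 PNA.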
ALOX15 inhib – qHTS Assay for Inhibitors of 15-hLO (15-human lipoxygenase). purified 15hLO-1, xylenol orange hydroperoxide absorbance. Potency, µM (highest dose often 57.1 µM), for the others: at the highest dose activity change, negative = inhibition, hits mostly inhibitors. hit rate 1.4% among 74,000. AID 887, 2007; also: potency is read from the fitted curve at half-maximal effect; % is scaled to controls: 0 for no effect and ±100 for the full control effect; nearly all actives have a fitted effect of over 55% in size
Target sequence (P16050 whole entry, looked up): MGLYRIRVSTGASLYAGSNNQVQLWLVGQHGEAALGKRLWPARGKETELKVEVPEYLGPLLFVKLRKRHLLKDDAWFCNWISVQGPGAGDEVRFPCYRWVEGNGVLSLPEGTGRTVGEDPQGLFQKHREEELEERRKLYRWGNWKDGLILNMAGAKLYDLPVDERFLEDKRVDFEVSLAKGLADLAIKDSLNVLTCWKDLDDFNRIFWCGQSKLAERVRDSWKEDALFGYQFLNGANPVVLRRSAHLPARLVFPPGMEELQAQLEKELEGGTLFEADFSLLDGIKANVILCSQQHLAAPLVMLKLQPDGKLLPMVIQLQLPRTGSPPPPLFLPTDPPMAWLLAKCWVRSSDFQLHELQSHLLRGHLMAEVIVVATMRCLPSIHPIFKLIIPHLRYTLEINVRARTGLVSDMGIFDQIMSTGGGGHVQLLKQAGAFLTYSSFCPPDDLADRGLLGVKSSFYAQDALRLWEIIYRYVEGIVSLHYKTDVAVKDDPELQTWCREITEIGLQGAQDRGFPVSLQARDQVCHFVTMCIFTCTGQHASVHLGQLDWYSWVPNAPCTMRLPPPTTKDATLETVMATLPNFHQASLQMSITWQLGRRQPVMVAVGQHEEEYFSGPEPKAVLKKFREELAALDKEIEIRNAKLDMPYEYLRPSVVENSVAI
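Inhibition is scored from a chromogenic endpoint. After 15 min enzyme-compound contact, arachidonic acid (50 uM final) reacts 6 min with 40 nM 15hLO-1 at room temperature, then Fe-XO reagent is added for 30 min and absorbance ratio recorded.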
BRCT PPI red – qHTS Assay for Inhibitors of BRCT-Phosphoprotein Interaction (Red Fluorophore). Breast cancer type 1 susceptibility protein (Homo sapiens), P38398. BRCT-phosphopeptide binding, red fluorescence polarization. Potency, µM (series often up to 76.9 µM), for the others: top-dose activity change, negative = inhibition, actives largely listed as inhibitors. hit rate 0.03% among 75,000; also: % is scaled to controls: 0 for no effect and ±100 for the full control effect
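Rhodamine-labelled pBACH1 10-mer (100 nM) bound to BRCT domain (100 nM) at pH 7.3; compounds incubated 12 min room temperature, polarization read. Free peptide defines full inhibition; unlabelled decapeptide titrated as control.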
UbGFP stabilizer – Ubiquitin-GFP Assay; Ubiquitin-GFP reporter cells, proteasome inhibition, GFP fluorescence; response scale: untreated = 0%, 10 µM MG-132 = 100%; Potency, µM (highest dose often 45.9 µM), for the others: top-dose activation (GFP accumulation), actives largely listed as activators; 67,000 tested, under 10 active; AID 526, 2006; active = well fitted activation curve with a large enough effect, not every such curve was filed as active; inconclusive = small, poorly fitted or top-dose-only effect, or another doubt; inactive = no such curve, though single readings can be large or run the other way; also: potency is read from the fitted curve at half-maximal effect
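U2OS cells expressing ubiquitin(G76V)-GFP, seeded overnight in 0.5% FBS medium, then treated 4 hr at 37 C across 46 uM to 2.9 nM. GFP-positive cells counted by laser cytometry (488 ex/515 em); %activity scaled between basal and 10 uM MG-132.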
Active calls of the source: *; ? = inconclusive; . = not tested or not shown; [ ] = remark or other dose. Unless noted, calls follow the shape of the dose curve; as a rule, active = well fitted curve in the direction sought with a large enough effect; inconclusive = small, poorly fitted or top-dose-only effect, or another doubt; inactive = no such curve, though single readings can be large; an effect the other way counts as inactive or inconclusive. These rows are one share of the data; rates above refer to the full screens.

structure,USP2a inhib,GFP derepression,Pol III holo inh,ALOX15 inhib,Hsp90 Hop PPI,BRCT PPI green,BRCT PPI red,HBB splicing,CRE Fsk mod,HADH2 inhib,UbGFP stabilizer
CCOc1ccc(NC(=O)CN2CCN(CC(=O)Nc3ccc4c(c3)OCO4)CC2)cc1,11%,1%,-4%,7%,-4%,-0.4%,1.0%,1.0%[0.369 µM],-10%,-3%,-3%
CCN(CC)c1ccc(-n2c(C)c(C(C)=O)c(C(C)=O)c2C)cc1,-2%,0%,-5%,-10%,-15%,-0.3%,-1.3%,0.2%[0.369 µM],-11%,2%,.
Nc1nonc1-c1nc2ccccc2n1Cc1ccc(Cl)cc1,1%,-2%,6%,-15%,4%,-1.1%,-0.5%,1.3%,7%,-1%,-7%
O=C(Nc1ccc(O)cc1)c1ccc(C(=O)c2ccccc2)o1,-16%,-3%,-12%,-18%,-5%,-5.4%,-0.7%,-0.8%,-16%,-11%,-1%
CCOC(=O)c1c(C)n(C)c2ccc(OCC(O)Cn3nc(C)c(Br)c3C)cc12 (configuration not stated),10%,5%,4%,-20%,-5%,1.7%,0.2%,2.1%,?,-2%,-6%
Cc1cc2cc(CCNC(=O)c3ccc(S(=O)(=O)N4CCOCC4)cc3)c(=O)[nH]c2cc1C,53%[activator],3%,-7%,-16%,-4%,0.9%,0.3%,2.3%,6%,-10%,-15%
CCOc1ccc(-c2nnc3sc(COc4ccc(Cl)cc4)nn23)cc1,0%,0%,1%,-31%,-2%,-3.1%,-1.3%,7.7%[0.369 µM],-5%,-9%,-5%
CCOc1ccc(C2CC(c3ccc(F)cc3)Nc3nc(N)nn32)cc1 (configuration not stated),.,-2%,-7%,3%,-7%,-1.8%,-1.2%,0.1%,4%,0%,-14%
CCOCCCN(C(=O)CNC(=O)c1ccco1)C(C(=O)NC1CCCC1)c1ccccc1C (configuration not stated),.,3%,-7%,16%,1%,-1.2%,1.4%,0.1%[57.5 µM],?,11%,7%
COc1ccc(OC)c(NC(=O)CSc2ncccc2C(=O)O)c1,-1%,-2%,0%,-3%,-2%,-3.3%,-2.4%,1.3%,3%,11%,-5%
COc1ccc(N(C)S(=O)(=O)c2c(C)[nH]c(=O)[nH]c2=O)c(OC)c1,-1%,-2%,2%,7%,-3%,-0.1%,-0.8%,0.3%,10%,7%,4%
CC(=O)Nc1ccc(S(=O)(=O)N2CCSC2c2ccccc2)cc1 (configuration not stated),4%,3%,0%,-5%,0%,-1.0%,-0.2%,.,3%,-9%,0%
Cn1c(=O)c(C(=S)NC(=O)C2CC2)c(N)n(Cc2ccccc2)c1=O,?,4%,-1%,-23%,-4%,0.8%,-0.4%,-0.3%[57.5 µM],8%,-17%,-4%
C=C(CO)[C@H]1Cc2c(ccc3c(=O)c4c(oc23)COc2cc(OC)c(OC)cc2-4)O1,.,2%[9.22 µM],-3%,.,-6%,.,.,.,?,-16%,3%
COc1ccc(C(N)=O)cc1NC(=O)CC(O)(C(F)(F)F)C(F)(F)F,-8%,-2%,1%,5%,-6%,-3.9%,-0.6%,1.6%,-10%,3%,7%
CCN(CC)C(=O)Oc1ccccc1NC(C)=O,-5%,-2%,9%,4%,-1%,-0.3%,-0.5%,-0.4%[9.22 µM],6%,?,-3%
Cn1ncc2c(NCCc3ccccc3)nc(Cl)nc21,.,0%[9.22 µM],-4%[11.4 µM],-12%[11.4 µM],1%[11 µM],0.4%[15.4 µM],0.8%[15.4 µM],2.2%[9.22 µM],?,6%[11.4 µM],-7%[9.17 µM]
COc1cc(C2NC(=O)NC(C)=C2C(=O)OCc2ccc(C)cc2)cc(OC)c1O (configuration not stated),22%,0%,-2%,-6%,-8%,-2.3%,-1.1%,-0.9%,?,5%,-8%
COc1ccc2[nH]c(=O)c(CN(C(=O)c3cccnc3)c3ccccc3OC)cc2c1,-25%,0%,-4%,-18%,-5%,3.6%,2.2%,2.2%[0.369 µM],15%,?,.
Cc1cn([C@H]2C=C[C@H](CO)O2)c(=O)[nH]c1=O,.,0%,-4%,.,-2%,.,.,0.3%,3%,-5%,0%
CCCOc1ccc2c(C)c(CC(=O)OC)c(=O)oc2c1,5%,0%,-2%,0%,1%,-1.9%,-1.0%,0.6%,?,25µM*,1%
CCOC(=O)N1CCN(S(=O)(=O)c2cc(Br)cc3c2N(C(=O)CC)CC3)CC1,3%,2%,-3%,0%,4%,-1.2%,-1.9%,0.7%,2%,12%,3%
CCC(Sc1nc2cc3c(cc2c(=O)n1Cc1ccco1)OCO3)C(=O)Nc1ccccc1OC (configuration not stated),10%,4%,-3%,6%,-3%,-3.3%,0.5%,-4.8%[0.369 µM],0%,1%,-7%
Cc1ccccc1-n1nc2c(c1NC(=O)c1c(-c3ccccc3Cl)noc1C)CSC2,40%[activator],2%,-1%,-1%,-10%,1.6%,0.5%,-0.5%,?,4%,2%
O=C(Cn1nnc2ccccc21)NC1CCCCC1,3%,0%,-3%,6%,-8%,-0.1%,-1.0%,-0.8%,-10%,-8%,4%
O=C(NC1CC1)C1CCCN1S(=O)(=O)c1ccc2ccccc2c1 (configuration not stated),-2%,0%,-4%,3%,-7%,-2.7%,-2.1%,0.8%,-4%,5%,2%
CCN(CC)S(=O)(=O)c1ccc2nc(COC(=O)c3n[nH]c4ccccc34)[nH]c2c1,-6%,-1%,2%,-12%,-2%,-3.5%,0.3%,-1.9%,?,4%,15%
O=S(=O)(N1CCCCC1)N1CCCN(S(=O)(=O)N2CCCCC2)CC1,-3%,0%,-1%,17%,0%,-1.1%,-0.7%,0.0%,-7%,13%,3%
O=C(COc1ccc(-c2ccccc2)cc1)N1CCN(C(=O)c2cccnc2)CC1,11%,0%,1%,4%,-4%,-1.0%,-1.6%,-5.6%,10%,8%,0%
O=C(O)CCC(=O)N1CCc2cc(S(=O)(=O)NC3CCCc4ccccc43)ccc21 (configuration not stated),-2%,2%,-1%,11%,-2%,-2.1%,1.8%,2.3%,?,3%,2%
CS(=O)(=O)c1cccc(C(=O)Oc2ccccc2)c1,8%,0%,-1%,-7%,-4%,-1.2%,-0.2%,-0.1%,?,5%,2%

Single records, from the list above:
CCOC(=O)c1c(C)n(C)c2ccc(OCC(O)Cn3nc(C)c(Br)c3C)cc12 (configuration not stated) is listed with USP2a inhib: 10%; GFP derepression: 5%; Pol III holo inh: 4%; ALOX15 inhib: -20%; Hsp90 Hop PPI: -5%; BRCT PPI green: 1.7%; BRCT PPI red: 0.2%; HBB splicing: 2.1%; CRE Fsk mod: ?; HADH2 inhib: -2%; UbGFP stabilizer: -6%
CS(=O)(=O)c1cccc(C(=O)Oc2ccccc2)c1 is listed with USP2a inhib: 8%; GFP derepression: 0%; Pol III holo inh: -1%; ALOX15 inhib: -7%; Hsp90 Hop PPI: -4%; BRCT PPI green: -1.2%; BRCT PPI red: -0.2%; HBB splicing: -0.1%; CRE Fsk mod: ?; HADH2 inhib: 5%; UbGFP stabilizer: 2%
